Menin MLL FP TR: qHTS Assay for Inhibitors Targeting the Menin-MLL Interaction in MLL Related Leukemias: Competition With Texas Red Labeled MLL-derived Mutant Peptide | AID 1768, 2009 | Menin + Texas Red MLL mutant peptide, fluorescence polarization | 0.23% of 270,000 active | O00255 | Potency, µM (doses to about 61.6 µM), without a hit: at the highest dose FP activity change, negative = inhibition, hits mostly inhibitors; active = well fitted inhibition curve with a large enough effect in the polarisation, with a control signal flat, not every such curve was filed as active; inconclusive = small, poorly fitted or top-dose-only effect, or effect the other way, or a change in a side signal; inactive = no such curve, though single readings can be large or run the other way; the % refers to the polarisation; also: potency is read from the fitted curve at half-maximal effect; % of control where 0% means no effect; many of its hits are not listed in these tables
PKM2 activator: qHTS Assay for Activators of Human Muscle isoform 2 Pyruvate Kinase; purified PKM2, Kinase-Glo ATP luminescence, activation; response scale: 0% is enzyme alone, no compound; Potency, µM (top dose mostly 57.5 µM), without a hit: at the top dose activation, actives largely listed as activators; 0.34% of 260,000 active; AID 1631, 2009; also: potency is read from the fitted curve at half-maximal effect; % is scaled to controls: 0 for no effect and ±100 for the full control effect; nearly all actives have a fitted effect of over 55% in size
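Kinase-Glo luminescence reports ATP generated from ADP (0.1 mM) and PEP (0.5 mM) by purified hPK-M2 after 1 h at room temperature, pH 7.2 imidazole buffer; intermediate enzyme activity allows detecting inhibitors and activators.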
KCNH2 3.1 inh: qHTS for Inhibitors of KCHN2 3.1: Mutant qHTS | Potassium voltage-gated channel subfamily H member 2, brain isoform KCNH2 3.1 (human) | U2OS KCNH2 3.1, thallium flux FluxOr; active compounds read low | 0.95% of 340,000 active | activity change, % (tested at about 1.8 µM);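 active = maximum activity change below -70%; inconclusive = maximum activity change from -70% to -50%; inactive = maximum activity change above -50%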;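 also: thallium influx rate constant from kinetic fluorescence after stimulation buffer; % is scaled to controls: 0 for no effect and ±100 for the full control effect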
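Kinetic fluorescence (2 min after stimulation buffer) measures Tl+ influx through KCNH2 3.1 expressed by viral transduction in U2OS cells; the rate constant is normalized against DMSO controls serving as positive and negative references.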
Giardia kill: Small Molecules that selectively kill Giardia lamblia: qHTS. 0.15% of 340,000 active. activity change, % at 7.66 µM, hits read low. Giardia lamblia trophozoite viability. AID 540267, 2011; in the data active = activity change below about -80%; inconclusive = between about -30% and that limit;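 also: parasites exposed to compound for two days anaerobically before the ATP read; % is scaled to controls: 0 for no effect and ±100 for the full control effect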
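Trophozoites 100 cells/well + cpd; 48 hrs, 37 deg C, anaerobic. ATPLite 1-Step added, 15-30 min RT, luminescence read (ATP-based viability).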
MLL CXXC-DNA inh: qHTS Fluorescence Polarization Assay for Inhibitors of MLL CXXC domain - DNA interaction; 0.037% of 290,000 active; Potency, µM (titrated, usually from 115 µM), without a hit: at the highest dose activity change, negative = inhibition, hits mostly inhibitors; MLL-CXXC / FITC-HOXA9 DNA fluorescence polarization; active = well fitted inhibition curve with a large enough effect in the polarisation, with a control signal flat, not every such curve was filed as active; inconclusive = small, poorly fitted or top-dose-only effect, or effect the other way, or a change in a side signal; inactive = no such curve, though single readings can be large or run the other way; the % refers to the polarisation; also: potency is read from the fitted curve at half-maximal effect
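Fluorescence polarization: 7 uM MLL-CXXC (stock) preincubated 5 min with compounds, then 50 nM fluorescein-HOX-A9 DNA (stock) added; 30 min ambient. Buffer 50 mM Tris-HCl pH 7.5, 50 mM NaCl, 1 mM DTT, 0.05% BSA.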
FBPA coupling cs: qHTS Assay for Inhibitors of Fructose-1,6-bisphosphate Aldolase from Giardia Lamblia: Coupling assay counterscreen; activity change, negative = inhibition, % at 58.2 µM, hits read low; coupling enzyme system counterscreen, AmpLite Red fluorescence; 0.67% of 290,000 active; in the data active = activity change below about -30%; also: % is scaled to controls: 0 for no effect and ±100 for the full control effect
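Compounds tested against the coupling enzymes alone at 57.5 uM final; readout was AmpLite Red fluorescence (525/598 nm) after 20 min at RT.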
B2AR arrestin: qHTS assay of beta-arrestin-biased ligands of beta2-adrenergic receptor; 0.02% of 330,000 active; beta-arrestin recruitment to beta2AR, cell-based reporter; Potency, µM (top dose mostly 46.1 µM), for the others: top-dose activation, usual class: activators;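 also: potency is read from the fitted curve at half-maximal effect; 0% = DMSO controls and full agonism = EC100 isoproterenol or metaproterenol; nearly all actives have a fitted effect of over 65% in size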
KCNH2 WT inh: qHTS for Inhibitors of KCHN2 3.1: Wildtype qHTS; AID 720551, 2013; 0.37% of 340,000 active; activity change, % at 1.84 µM; Voltage-gated inwardly rectifying potassium channel KCNH2 (Homo sapiens), Q12809; U2OS, BacMam KCNH2, thallium flux FluxOr; active compounds read low;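 active = maximum activity change below -70%; inconclusive = maximum activity change between -70% and -50%; inactive = maximum activity change above -50%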; also: % is scaled to controls: 0 for no effect and ±100 for the full control effect
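U2OS cells were transduced with wild-type KCNH2 virus (2.03 x 10^8 / mL) for 4 h at room temperature, then cultured overnight at 37 C. Thallium flux was read with FluxOr dye. Rate constants were normalized to DMSO controls.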
TRPV1 agonist: HTS Assay for Compounds that Act as Agonists of the Vanilloid Receptor 1. AID 540275, 2011. TRPV1-expressing cells, Fluo-8 calcium influx, agonist mode. 0.19% of 320,000 active. Transient receptor potential cation channel subfamily V member 1 (Homo sapiens), Q8NER1. activation, % at 8.33 µM; in the data active = activation above about 80%; inconclusive = between about 30% and that limit; also: 0% is about no effect
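Fluo-8 calcium influx in TRPV1-expressing cells, kinetic read (ex 480/em 520 nm). Compound added and read 3 min for agonist activity, followed by capsaicin at EC20 final and 2 min further read for enhancement.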
USP2a block: qHTS Assay for Inhibitors of Ubiquitin-specific Protease USP2a Using CHOP2 as the Reporter; Ubiquitin carboxyl-terminal hydrolase 2 (Homo sapiens), O75604; 0.01% of 330,000 active; AID 463254, 2010; Potency, µM (titrated, usually from 38.3 µM), without a hit: at the highest dose activity change, negative = inhibition, most hits filed as inhibitors; USP2 core, Ub-CHOP2 coupled fluorogenic reporter, 485/531;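 also: potency is read from the fitted curve at half-maximal effect; plate controls were DMSO wells for no effect and full inhibition by NEM control for full effect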
Target sequence (O75604 whole entry, looked up): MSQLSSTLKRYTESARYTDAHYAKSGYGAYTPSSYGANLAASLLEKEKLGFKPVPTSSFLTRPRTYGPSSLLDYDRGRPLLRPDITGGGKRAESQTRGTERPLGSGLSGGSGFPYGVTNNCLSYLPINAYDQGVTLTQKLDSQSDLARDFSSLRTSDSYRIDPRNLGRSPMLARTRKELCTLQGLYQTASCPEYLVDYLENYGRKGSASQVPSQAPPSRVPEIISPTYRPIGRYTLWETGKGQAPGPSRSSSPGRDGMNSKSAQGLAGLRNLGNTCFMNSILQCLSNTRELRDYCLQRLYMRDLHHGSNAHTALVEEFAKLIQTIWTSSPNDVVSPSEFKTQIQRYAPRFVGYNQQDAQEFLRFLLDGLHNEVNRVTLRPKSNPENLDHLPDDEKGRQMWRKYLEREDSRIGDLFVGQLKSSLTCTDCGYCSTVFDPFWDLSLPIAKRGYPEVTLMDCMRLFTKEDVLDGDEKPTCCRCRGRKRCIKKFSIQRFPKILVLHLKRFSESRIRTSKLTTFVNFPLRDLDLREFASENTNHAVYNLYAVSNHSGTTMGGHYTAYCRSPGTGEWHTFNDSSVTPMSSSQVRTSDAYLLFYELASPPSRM
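Cell-free coupled assay: 10nM USP2 core preincubated 30min RT with compound in Tris-HCl pH 8.0/CaCl2/CHAPS buffer, then 25nM Ub-CHOP2 and 25nM reporter substrate; fluorescence (Ex 485/Em 531) read after 60min RT, normalized to NEM inhibition, concentration-response curves fitted.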
GALK inhibitor: qHTS Assay for Inhibitors of Human Galactokinase (GALK); P51570; Purified GALK, Kinase-Glo residual ATP luminescence; Potency, µM (highest dose often 57.5 µM), inactives show at the highest dose activity change, negative = inhibition, hits mostly inhibitors; 0.007% of 270,000 active; AID 1868, 2009; also: potency is read from the fitted curve at half-maximal effect; % is scaled to controls: 0 for no effect and ±100 for the full control effect
Target sequence (P51570 whole entry, looked up): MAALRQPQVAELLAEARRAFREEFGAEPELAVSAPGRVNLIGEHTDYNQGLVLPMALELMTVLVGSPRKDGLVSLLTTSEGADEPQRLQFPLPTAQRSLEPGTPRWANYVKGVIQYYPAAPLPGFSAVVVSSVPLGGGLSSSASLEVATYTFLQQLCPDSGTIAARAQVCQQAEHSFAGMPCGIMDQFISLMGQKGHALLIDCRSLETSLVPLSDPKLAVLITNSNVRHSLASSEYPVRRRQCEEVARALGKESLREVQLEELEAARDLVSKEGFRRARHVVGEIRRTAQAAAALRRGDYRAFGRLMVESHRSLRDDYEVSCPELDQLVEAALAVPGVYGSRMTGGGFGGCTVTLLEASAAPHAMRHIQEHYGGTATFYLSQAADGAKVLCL
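ATP-depletion format; final 35 uM ATP, 100 uM D-galactose, 5 nM enzyme; pH 8.0 HEPES/Mg2+ buffer; 60 min RT; luminescence read 10 min after detection reagent.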
An asterisk follows results filed as active; ? = inconclusive; . = no result given; [ ] = dose if it differs, or a comment. Unless noted, calls follow the shape of the dose curve; as a rule, active = well fitted curve in the direction sought with a large enough effect; inconclusive = small, poorly fitted or top-dose-only effect, or another doubt; inactive = no such curve, though single readings can be large; an effect the other way counts as inactive or inconclusive.

Molecule	FBPA coupling cs	Menin MLL FP TR	PKM2 activator	B2AR arrestin	USP2a block	MLL CXXC-DNA inh	KCNH2 WT inh	KCNH2 3.1 inh	TRPV1 agonist	Giardia kill	GALK inhibitor
CC(=O)Nc1cc[n+](C(C)C(=O)c2ccccc2)cc1 (stereo not given)	-1	-9%	5%	-0.4%	1%	-14%	-9	-1	0	2	-1%
CCc1cccc(NC(=O)COC(=O)C2CCN(c3ccc(C(F)(F)F)cn3)CC2)c1	.	.	.	0.2%	0%	.	1	0	2	-8	.
CCC1CCCCN1CCCNC(=O)c1ccc(CS(=O)(=O)c2ccccc2C)o1 (stereo not given)	2	0%	.	-0.1%	0%	15%	-9	2	0	0	5%
CCNC(=S)N1CCC(C(N)=O)CC1	0	.	-2%	-0.2%	1%	-6%	6	21	-4	12	0%
COc1ccc(NC(=O)[C@H](C)NC(N)=O)cc1S(=O)(=O)Nc1cc(C)ccc1Br	-3	10%	8%	0.3%	1%	-16%	-34	-6	-3	4	12%
COc1ccc(-c2noc(C3CCCN(C(=O)c4cccs4)C3)n2)cc1 (stereo not given)	5	-8%	1%	0.4%	1%	-7%	-11	2	13	2	-2%
COc1ccc(C(=O)NCCC2=CCCCC2)cc1OC	1	7%	-6%	-0.7%	-2%	0%	-10	5	14	1	2%
FC(F)(F)Oc1ccc(-c2cn3cccnc3n2)cc1	2	.	-6%	-0.6%	4%	-16%	-4	8	29	12	.
CCOC(=O)c1ccc(N2C(=O)CC(Sc3ncccn3)C2=O)cc1 (stereo not given)	2	7%	4%	-0.6%	1%	1%	-4	-28	2	0	0%
CCOC(=O)CSc1nc2c(c(=O)[nH]c(=O)n2C)n1CCCc1ccccc1	0	-25%	2%	0.2%	1%	-8%	17	-23	0	-6	12%
N#Cc1ccc(Oc2nc(Nc3ccc(F)cc3)nc(N3CCCC3)n2)cc1	-2	4%	-18%	0.0%	-1%	-27%	-23	-31	0	-3	-1%
CC(=O)Nc1cccc(OCC(=O)NS(=O)(=O)c2ccc(C)cc2)c1	4	6%	-7%	0.2%	-1%	-6%	-11	6	-1	10	-1%
COc1ccc([N+](=O)[O-])cc1NC(=O)C(C)OC(=O)C1c2ccccc2Oc2ccccc21 (stereo not given)	3	-10%	-5%	-0.9%	0%	-5%	-2	-25	4	12	-1%
C=CCn1c2ccccc2c2nnc(SCC(=O)Nc3cc(C)on3)nc21	1	-6%	-6%	0.3%	4%	-1%	1	1	1	6	0%
Cc1cccc(N2CCN(C(=O)c3ccc4nc(-c5ccco5)c(-c5ccco5)nc4c3)CC2C)c1 (stereo not given)	-4	-19%	24%	-0.1%	-1%	-8%	16	-6	1	12	-1%
COc1ccc(S(=O)(=O)N2CCOC23CCN(C(=O)c2ccc(Cl)cc2Cl)CC3)cc1	.	.	.	-0.1%	4%	2%	-5	?	3	-26	1%
CCCN1C(C)C(C(=O)OCC)=CN(Cc2cccc(I)c2)S1(=O)=O (stereo not given)	.	.	.	-0.1%	2%	.	-5	-23	.	1	.
CCN(CC)CCNC(=O)c1[nH]c2ccc(OCc3ccccc3)cc2c1C	0	2%	-1%	0.5%	-1%	-9%	29	-26	0	-8	0%
CCC(C(=O)NC(C)CCc1ccccc1)n1nc(C)n2c(cc3occc32)c1=O (stereo not given)	1	0%	-7%	0.5%	-2%	-4%	9	-2	-3	-11	2%
O/C(=C\c1nc2ccccc2nc1/C=C(\O)c1ccccc1)c1ccccc1	-48*	6%	28%	-0.1%	-1%	?	-8	-9	17	?	-3%
Cc1cc(=O)n2nc(N3CCC(C(=O)NCc4ccco4)CC3)sc2n1	.	.	.	0.4%	4%	51%[activator]	9	-15	1	-10	-4%
Cc1csc(N(C)C(=O)CSc2nnc(COc3cccc4ccccc34)o2)n1	-5	23%	-16%	-0.3%	0%	-1%	4	-7	3	-3	0%
CCOC(=O)N/N=C\c1ccc([N+](=O)[O-])s1	1	2%	-10%	0.1%	-1%	13%	3	-5	3	-99*	-1%
CC(=O)n1c(-c2ccccc2)c(CO)c2ccccc21	1	5%	0%	-0.6%	0%	4%	0	2	3	1	.
CC/C(=N\Nc1ccc([N+](=O)[O-])cc1)c1ccccc1	2	13%	-8%	-0.8%	-2%	?	1	4	-2	0	7%
Cc1cc(C)n2nc(C(=O)Nc3ccccc3N3CCOCC3)nc2n1	3	1%	-9%	0.0%	-1%	-7%	.	.	2	.	1%
CCSc1nnc(SCC(=O)c2c(N)n(C)c(=O)n(C)c2=O)s1	.	.	.	0.1%	-6%	.	3	1	0	-3	.
Cc1c(O)c(CN2CCCC2)cc2c3c(c(=O)oc12)CCC3	1	-12%	2%	0.2%	?	18%	-4	5	8	2	4%
COc1ccc2c(c1)c(/C=C/c1cc[n+](C)cc1)cn2C	-21	-16%	.	-0.2%	20%	?	-4	9	6	2	1%
CCC(=O)N1Cc2ccccc2-c2ccccc2C1=O	1	7%	3%	0.1%	2%	2%	9	-5	13	24	1%
COc1ccccc1NC(=S)NCc1ccc(F)cc1	-2	-2%	6%	0.3%	0%	-15%	-2	5	27	-2	-2%
NC(=O)c1ccc(NC(=O)COC(=O)c2cc3c(s2)CCC3)cc1	.	.	.	-0.6%	0%	.	0	-5	.	-3	.
CN(Cc1ccccc1)S(=O)(=O)c1ccc(OCC(=O)N2CCC(C(N)=O)CC2)cc1	-2	.	-4%	-1.1%	3%	5%	8	-7	9	9	-2%
COc1ccc(-c2nn(-c3ccccc3F)cc2CNCCn2nc(C)cc2C)cc1	2	-16%	-11%	0.0%	2%	8%	9	-19	?	2	6%
COc1ccc(NC(=O)CN(C)CC(=O)NC(=O)NC2CCCCC2)cc1	.	.	.	0.3%	1%	.	-13	18	?	-3	.
COC(=O)[C@H](CCSC)NC(=O)Nc1ccc(OC)c(Cl)c1	4	14%	-3%	-0.6%	1%	9%	1	27	-2	20	5%
O=C1COCCOCCOCC(=O)NCCN1	-1	-12%	16%	0.1%	-7%	1%	3	-18	-7	-9	1%
COc1ccccc1N1CCN(S(=O)(=O)CCNC(=O)c2cc(=O)c3ccccc3o2)CC1	3	6%	.	-1.5%	3%	-6%	-11	0	0	-15	0%
S=C(NCCc1cnc[nH]1)NC1CCCC1	-5	6%	0%	-1.0%	0%	-1%	.	19	0	-8	6%
COc1ccc(-c2c(C)c3ccc(OCC(C)=O)cc3oc2=O)cc1	-4	-10%	0%	0.5%	1%	19%	.	.	2	.	3%
Cc1cccc(OCC(=O)O/N=C(\N)c2ccncc2)c1	2	-8%	.	0.0%	0%	-5%	-6	2	6	-8	1%

Bioassay records (PubChem BioAssay)

This is a subset (hit frequency here may not be typical).
